# Assay outcomes deposited in PubChem by several laboratories.
# Yfh1-depleted yeast: mitochondrial function rescue without frataxin homolog – Friedreich's ataxia, plus single-dose screen, dose response (AID 1465); actives 0.074% (n = 220,000); one-dose fold induction at 50 µM; EC50 in µM for titrated hits; S. cerevisiae Yfh1-off respiration, WST-1 reduction, 72 h; higher fold induction means a stronger effect;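 active means fold induction of absorbance versus untreated yeast above a set limit, then at least 30% activation at any dose in follow-up; inconclusive means repeats straddling the limit, or above it without dose testing; inactive means fold induction below the set limit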;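 further: activators that raise dye reduction in frataxin-depleted yeast; strong numbers were not always called active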
# Autophagy mod: alters autophagy in cells; MEF GFP-LC3 puncta imaging; test concentration mostly 10 µM; calls only at 10 µM (by protocol); actives 0.98% (n = 190,000);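 active means percentage of spot-positive cells more than 3 SD above its plate mean, without a fluorescence outlier flag or 80% toxicity; inconclusive means no clear call, values can overlap the other calls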;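 further: spot-positive cell cutoff set from DMSO-treated cells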
# Dynein cargo inh: dynein cargo transport inhibition; 3617.4 mouse cells, GR-EGFP nuclear translocation imaging; test concentration mostly 20 µM; stimulated with dexamethasone, 1 µM; hits give low values; z-score, hits read low; actives 0.47% (n = 220,000); AID 1381;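 active means plate z-score of nuclear minus cytoplasmic receptor signal below a set negative limit, without overly bright fluorescence or cell loss, cut at about -3.5 in these data, passing the limit was not always enough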;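 further: z-score of nuclear minus cytoplasmic ring GR-EGFP intensity difference per well; some compounds called inactive have numbers as strong as hits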
#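 Buffer or medium: tet-free, stripped-serum medium; Also added: dexamethasone, 1.0 µM final; Technique: high-content fluorescence imaging after fixation; Times: 48 h induction, 1 h compound, 30 min dex at 37 °C; Read-out: per-cell GR-EGFP intensity, nucleus versus surrounding cytoplasmic ring, well-averaged.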
# MT stabilize HCS: microtubule stabilization, imaging screen | actives 0.83% (n = 200,000) | % tubulin-high responders, % at 10 µM | AID 2205 | HeLa tubulin immunostaining HCS, 24 h; share of cells brighter than vehicle mean+2SD;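 active means plate Z-score above 3 for both tubulin-high and condensed-nucleus cell shares, with cell loss under 80%, at 10 µM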;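 further: anti alpha tubulin signal scored within the nucleus-defined area of each cell; some results filed as inactive read as strong as hits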
# P. falciparum M1AAP: P. falciparum M1AAP inhibitors, biochemical, fluorogenic H-Leu-NHMec substrate, 1536-well (AID 1445) | recombinant M1AAP, H-Leu-NHMec fluorogenic kinetic assay; higher % means a stronger effect | inhibition, % at 30 µM, or IC50 in µM where a hit was titrated | actives 0.42% (n = 220,000);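 active means primary inhibition above the hit cutoff, then over 50% inhibition at one or more dose response concentrations, cut at about 23% in these data, passing the limit was not always enough; inconclusive means conflicting primary data, or primary hits not chosen for dose response; inactive means low primary inhibition, or under 50% at every dose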;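 further: plate controls were DMSO full reaction for no effect and no enzyme background for full effect; strong numbers were not always called active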
# T cell HTS: T cell immune modulation candidate; 2C CD8+ T cell-vesicle binding, flow cytometry; hits give low values; calls only at 7 µM; actives 0.068% (n = 330,000); AID 2052;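 active means response, share of CD8 T cells binding vesicles, and their 90th percentile fluorescence all below set limits, cut at about 80% in these data, passing the limit was not always enough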
#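 material = purified 2C TCR transgenic mouse naive CD8+ T cells | controls = Unloaded micro-vesicles (low), QL9 vesicles with 0.7% DMSO (high) | detection = cytometric PE anti-B7-1 and Alexa647 anti-CD8 signals after 1% paraformaldehyde fixation | incubation = binding step 1.5 h, 37 °C, antibody labelling 20 min, ice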
# WT yeast gro inh: growth inhibition of WT yeast, mitochondrial fusion screen; mitochondrial fusion phenotypic screen, WT strain; inhibition, % at 10 µM; actives 2.1% (n = 190,000); AID 1362; in the data active means inhibition above about 58%; tested in S. cerevisiae
# P. falciparum M17LAP: P. falciparum M17LAP inhibitors, primary screen, biochemical, fluorogenic H-Leu-NHMec substrate, 1536-well (AID 1619) | recombinant M17LAP, H-Leu-NHMec fluorogenic kinetic assay; higher % means a stronger effect | inhibition, % at 30 µM, or IC50 in µM where a hit was titrated | actives 0.38% (n = 220,000);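 active means compound inhibiting the enzyme by more than half at any dose during confirmatory dose-response retesting; inconclusive means strong single-dose inhibitors picked by rank but not retested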;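 further: plate controls were full reaction with DMSO carrier for no effect and no enzyme background for full effect; strong numbers were not always called active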
# b-catenin transl: modulators of beta-catenin nuclear translocation. HeLa beta-catenin nuclear translocation, immunofluorescence imaging. AID 1665. actives 0.3% (n = 190,000). nuclear translocation activity, % at 5 µM;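 active means nuclear translocation activity above 50% at 5 µM, with a well cell count of 50 or more; inconclusive means wells under 50 cells across six images, flagged as toxic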;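 further: per-cell ratio of nuclear to cytoplasmic median beta-catenin stain intensity; plate controls were DMSO negative control for no effect and GSK-3 inhibitor IX positive control for full effect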
#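 Test system: HeLa cells, endogenous beta-catenin; Compound: single 5 µM dose plus 0.02–20 µM confirmation series; Times: compound exposure 24 h at 37°C; Signal: fluorescence imaging of beta-catenin antibody stain plus DAPI; Read-out: % activation, nuclear-to-cytoplasmic median beta-catenin signal ratio per cell.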
# WT yeast gro inh mutant strain: recorded beside WT yeast gro inh, whose call it bears; inhibition, %; mitochondrial fusion phenotypic screen, mutant strain inhibition
# Dynein cargo inh cytoplasmic EGFP: also measured in Dynein cargo inh; calls as there; z-score; measured here: cytoplasmic GR-EGFP intensity; hits give high values
# Dynein cargo inh nuclear GR-EGFP: recorded beside Dynein cargo inh, whose call it bears; z-score; measured here: nuclear GR-EGFP intensity;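 lower value marks the stronger effect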
# Dynein cargo inh cell count: further read-out of Dynein cargo inh, marked with its call; z-score; measured here: cell count per field
# b-catenin transl cell count 5 µM: also measured in b-catenin transl; calls as there; cell count; measured here: cell count, cytotoxicity flag
# T cell HTS vesicle-bound %: second read-out of T cell HTS, no call of its own (marks repeat the call); double positive events, %; measured here: CD8+ vesicle-bound cell fraction;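 binding gate set so that unloaded-vesicle control wells show 10% double positive cells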
# MT stabilize HCS Hoechst-high %: also measured in MT stabilize HCS; calls as there; % Hoechst-high responders; measured here: nuclear condensation Hoechst responders;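 share of cells brighter than vehicle mean plus two SD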
# MT stabilize HCS cytotoxicity %: recorded beside MT stabilize HCS, whose call it bears; toxicity, %; measured here: cytotoxicity by cell density;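 0% = mean cell density of plate MIN control wells and 100% = no cells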
# Autophagy mod cell loss 18 h: second read-out of Autophagy mod, no call of its own (marks repeat the call); toxicity, %; measured here: cell loss, nuclei count;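 cell loss after 18 h compound exposure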
# An asterisk follows results filed as active; i = inactive; ? = inconclusive; / = not tested or not shown.
SMILES,Yfh1-depleted yeast,Autophagy mod,Autophagy mod cell loss 18 h,Dynein cargo inh,Dynein cargo inh cytoplasmic EGFP,Dynein cargo inh nuclear GR-EGFP,Dynein cargo inh cell count,MT stabilize HCS,MT stabilize HCS Hoechst-high %,MT stabilize HCS cytotoxicity %,P. falciparum M1AAP,T cell HTS,T cell HTS vesicle-bound %,WT yeast gro inh,WT yeast gro inh mutant strain,P. falciparum M17LAP,b-catenin transl,b-catenin transl cell count 5 µM
CC(=O)c1cc2c(cc1NC(=O)CCn1cccc1)OCO2,i,i,-4,-0.42,-0.25,0.16,0.076,2.5,2.6,13,8%,i,45,-8,-25,12%,-1.0,900
CC1(C)NC(=O)N(CC(=O)Nc2cc(S(=O)(=O)N3CCOCC3)ccc2N2CCOCC2)C1=O,i,i,8,0.24,-0.2,0.2,0.27,1.6,2.3,7.8,-5%,i,64,8,-15,11%,0.6,1011
COC(=O)c1cc2occc2n1CC(=O)Nc1ccc(OC)c(OC)c1,i,i,7,-0.65,-0.36,-0.16,0.14,3.3,1.8,4.3,6%,i,14,-5,1,-9%,-0.7,1525
COc1ccc(OC)c(C2/C(=C(/O)c3ccc(C)cc3)C(=O)C(=O)N2Cc2ccco2)c1 (stereo unspecified),i,i,2,-0.89,-0.26,-0.67,0.23,1.9,3.4,7.6,15%,i,43,-6,15,28%,0.0,1077
CS(=O)(=O)N1CCN(c2ccc(NC(=O)COc3ccccc3)cc2)CC1,i,i,8,-0.58,-0.3,0.3,0.46,7.1,2.4,4.4,5%,i,59,9,13,-4%,0.2,952
O=C(O)c1cc(NN=C2CCN(Cc3ccccc3)CC2)ccc1Cl,i,/,/,-0.65,-0.28,-0.32,1.3,/,/,/,5%,i,58,/,/,-1%,0.4,1298
O=C(CN1C(=O)c2ccccc2C1=O)Nc1cccc(S(=O)(=O)Nc2ccccc2Cl)c1,i,i,9,-0.13,-0.28,0.043,-0.41,2.0,3.3,5.6,?,i,54,-7,-17,21%,/,/
CCN(CC)CCSc1nnc(Nc2ccccc2)n1-c1ccccc1,i,i,-1,0.13,-0.15,-0.078,0.11,8.3,1.2,10,-2%,i,52,-2,16,-5%,0.2,1089
CCOC(=O)N1CCN(C(=O)C(C)(C)Oc2ccc(Cl)cc2)CC1,i,i,-36,-0.71,-0.11,-0.35,0.16,2.7,2.7,5.4,9%,i,55,7,12,7%,/,/
Cc1ccc(-n2nc(CN3CCOCC3)c(-c3ccccc3)c2N)c(C)c1,i,i,15,-0.69,-0.25,-0.51,0.39,4.8,2.8,4.5,3%,i,5,3,6,-1%,2.6,1019
O=C(Nc1ccc(C(F)(F)F)cc1)C1CCCN1S(=O)(=O)c1cccc2cccnc12 (stereo unspecified),i,i,22,-0.53,-0.2,-0.014,-0.0029,3.0,1.7,2.5,1%,i,9,10,-2,6%,-2.1,890
O=C(CN1CCCc2ccccc21)NCc1ccccc1Cl,i,i,5,-0.31,-0.26,0.073,0.64,6.0,3.3,6.5,6%,i,46,-16,-5,0%,-1.4,1092
COc1ccc(Nc2nc(-c3ccccc3)cs2)cc1,i,i,-34,0.4,-0.15,0.033,0.78,3.2,2.5,3.1,4%,i,24,23,18,6%,-3.0,1232
CC(C)(C)c1ccc(C(=O)NC(=S)NNC(=O)c2cccs2)cc1,i,i,14,-0.51,-0.3,-0.65,0.71,2.5,2.9,0.3,-9%,i,41,77*,74*,18%,1.3,510
COc1cc(-c2nnc(Sc3ccc(C(F)(F)F)cc3[N+](=O)[O-])o2)cc(OC)c1OC,i,i,1,0.15,-0.065,0.16,-0.033,1.5,1.3,22,3%,i,39,1,-25,9%,-0.5,1171
CCC(C)(C)n1nnnc1C(c1cc2cccc(C)c2[nH]c1=O)N1CCCC1 (stereo unspecified),i,i,-13,-1.1,-0.3,-0.33,0.033,2.9,1.9,7.7,3%,i,25,11,-2,11%,-2.0,1062
COc1ccc(CCNC(=O)c2csc3c2CCCC3)cc1OC,i,i,-14,-0.39,-0.16,-0.3,-0.9,1.7,1.9,6.0,6%,i,33,-2,-5,11%,1.0,1549
O=S(=O)(Cc1cc(NCc2ccccc2)nc(-c2ccccn2)n1)c1ccccc1,i,i,6,0.61,-0.2,0.53,-0.33,3.2,2.6,6.6,2%,i,52,3,-7,-13%,-3.1,1105
Cc1onc(-c2ccccc2Cl)c1C(=O)NCc1nc(-c2ccc(C(F)(F)F)cc2)no1,i,/,/,1.5,-0.098,1.5,-1.8,/,/,/,5%,i,6,/,/,6%,0.8,1249
S=c1[nH]nc(-c2ccco2)n1/N=C/c1cccc(Cl)c1,i,/,/,-0.24,-0.25,-0.21,0.25,/,/,/,4%,i,38,/,/,7%,1.9,1274
O=C(Nc1ccccc1)N1CCN(Cc2ccc3c(c2)OCO3)CC1,i,i,8,0.11,-0.2,0.21,-0.13,2.1,4.3,8.3,5%,i,45,7,9,3%,-6.5,1071
CCOC(=O)c1ccc(NC(=O)CSc2nnnn2CCCO)cc1,i,i,-6,-0.07,-0.2,0.18,0.027,3.0,4.2,8.8,0%,i,27,-3,-2,-2%,0.3,1012
CCS(=O)(=O)c1c(S(=O)(=O)CC)c2ccccn2c1C(N)=O,i,i,7,-0.04,-0.17,-0.25,-0.23,1.9,1.9,7.9,2%,i,47,4,-8,-11%,-0.5,1039
Cc1ccc(-c2nc3ncccc3o2)cc1NC(=O)COc1ccccc1,i,i,10,-0.37,-0.19,-0.19,0.38,0.8,1.7,2.3,-6%,i,58,5,-16,-2%,/,/
COc1cccc(C2CC(c3cccs3)=NN2C(=O)CSc2nc3ccccc3o2)c1OC (stereo unspecified),i,i,10,-0.16,-0.23,-0.17,-0.13,1.5,1.9,4.9,1%,i,16,31,1,-8%,-0.8,1047
CCOC(=O)c1cn(-c2c(Cl)cccc2Cl)c2cc(Cl)c([N+](=O)[O-])cc2c1=O,i,i,-11,-4.4*,1*,-1.8*,1.1*,7.2,4.2,7.7,12%,i,53,25,-11,-3%,0.8,516

# Laid out differently: entries from further up.
# Each structure is followed by: Yfh1-depleted yeast, Autophagy mod, Autophagy mod cell loss 18 h, Dynein cargo inh, Dynein cargo inh cytoplasmic EGFP, Dynein cargo inh nuclear GR-EGFP, Dynein cargo inh cell count, MT stabilize HCS, MT stabilize HCS Hoechst-high %, MT stabilize HCS cytotoxicity %, P. falciparum M1AAP, T cell HTS, T cell HTS vesicle-bound %, WT yeast gro inh, WT yeast gro inh mutant strain, P. falciparum M17LAP, b-catenin transl, b-catenin transl cell count 5 µM
> Cc1onc(-c2ccccc2Cl)c1C(=O)NCc1nc(-c2ccc(C(F)(F)F)cc2)no1
    i, /, /, 1.5, -0.098, 1.5, -1.8, /, /, /, 5%, i, 6, /, /, 6%, 0.8, 1249
> S=c1[nH]nc(-c2ccco2)n1/N=C/c1cccc(Cl)c1
    i, /, /, -0.24, -0.25, -0.21, 0.25, /, /, /, 4%, i, 38, /, /, 7%, 1.9, 1274

# Structures shown so far that have fluorine, in the order listed:
SMILES,Yfh1-depleted yeast,Autophagy mod,Autophagy mod cell loss 18 h,Dynein cargo inh,Dynein cargo inh cytoplasmic EGFP,Dynein cargo inh nuclear GR-EGFP,Dynein cargo inh cell count,MT stabilize HCS,MT stabilize HCS Hoechst-high %,MT stabilize HCS cytotoxicity %,P. falciparum M1AAP,T cell HTS,T cell HTS vesicle-bound %,WT yeast gro inh,WT yeast gro inh mutant strain,P. falciparum M17LAP,b-catenin transl,b-catenin transl cell count 5 µM
O=C(Nc1ccc(C(F)(F)F)cc1)C1CCCN1S(=O)(=O)c1cccc2cccnc12 (stereo unspecified),i,i,22,-0.53,-0.2,-0.014,-0.0029,3.0,1.7,2.5,1%,i,9,10,-2,6%,-2.1,890
COc1cc(-c2nnc(Sc3ccc(C(F)(F)F)cc3[N+](=O)[O-])o2)cc(OC)c1OC,i,i,1,0.15,-0.065,0.16,-0.033,1.5,1.3,22,3%,i,39,1,-25,9%,-0.5,1171
Cc1onc(-c2ccccc2Cl)c1C(=O)NCc1nc(-c2ccc(C(F)(F)F)cc2)no1,i,/,/,1.5,-0.098,1.5,-1.8,/,/,/,5%,i,6,/,/,6%,0.8,1249
